Compound activity from PubChem.
IL1B secr inh: inhibitors of inflammasome signaling (IL-1 beta secretion) | THP-1 LPS/ATP IL-1B secretion, AlphaLISA, 16 h; stronger effect = lower value | activity change, % at 57.5 µM | 360,000 tested, 4.7% active; in the data active = activity change below about -50%; inconclusive = mostly about -30% to -49%; also: % is scaled to controls: 0 for no effect and ±100 for the full control effect
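THP-1 cells pretreated 1 hr with compounds (up to 57.5 uM final), then stimulated with LPS (250 ng/mL final) plus ATP (1.25 mM final); secreted IL-1B measured by AlphaLISA after 16 hr, decreased signal indicating inhibition.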
SW480 rereplic: inducers of DNA re-replication in SW480 colon cancer cells; Potency, µM (top dose mostly 46.1 µM), inactives show at the top dose re-replication activation, hits mostly activators; AID 624297; SW480 DNA re-replication, Hoechst DNA content imaging, 48 h; 340,000 tested, 1.8% active; also: potency is read from the fitted curve at half-maximal effect; % of control where 0% means no effect; nearly all actives have a fitted effect of over 55% in size
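Compounds, transferred as 23 nL by pin tool, were incubated with cells for 48 hr; DNA content per nucleus was then quantified by Hoechst staining and fluorescence plate imaging.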
HT1080 IDH1KD tx: kills HT-1080 cells with IDH1 knockdown; HT-1080 IDH1 knockdown viability, ATP luminescence, 48 h; Potency, µM (highest dose often 46.1 µM), inactives show top-dose activity, negative = toxicity, usual class: cytotoxic; 360,000 tested, 2% active; AID 686971;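 also: potency is read from the fitted curve at half-maximal effect; 0% = DMSO wells and -100% = cell-free medium wells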
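In this qHTS, HT-1080 cells depleted of IDH1 are exposed for 48 h at 37 °C to compound titrations. Toxicity is scored from CellTiter-Glo luminescence, with DMSO as full viability and medium alone as none.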
D3 ag: activates the human D3 dopamine receptor; D3R DiscoveRx beta-arrestin cells, luminescence, 90 min; max activation, %; 410,000 tested, 0.58% active; P35462; in the data active = max activation above about 30%; also: 0% is about no effect; mostly tested at two doses, the higher about 12 µM
Target sequence (P35462 whole entry, looked up): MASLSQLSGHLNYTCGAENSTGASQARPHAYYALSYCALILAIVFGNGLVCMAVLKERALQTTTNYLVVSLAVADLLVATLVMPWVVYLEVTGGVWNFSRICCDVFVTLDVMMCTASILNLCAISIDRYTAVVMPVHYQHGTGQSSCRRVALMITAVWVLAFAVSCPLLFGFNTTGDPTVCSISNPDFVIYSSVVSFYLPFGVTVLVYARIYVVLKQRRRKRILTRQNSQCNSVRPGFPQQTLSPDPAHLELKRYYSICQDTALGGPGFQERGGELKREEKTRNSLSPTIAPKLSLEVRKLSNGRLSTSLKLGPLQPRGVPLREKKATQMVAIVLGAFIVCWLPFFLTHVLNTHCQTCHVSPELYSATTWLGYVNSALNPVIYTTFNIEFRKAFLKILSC
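Cells at 1500/well, incubated overnight, then treated with pinned compounds (dopamine as control) for 90 min at 37 degrees C. DiscoveRx reagent added for 30 - 60 minutes at room temperature; luminescence read.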
DRD3 antagonist: blocks the human D3 dopamine receptor; P35462; D3R cells, DiscoveRx beta-arrestin luminescence, antagonist mode; stronger effect = lower value; max response, negative = inhibition, %; 360,000 tested, 2.5% active; AID 652054; in the data active = max response below about -50%; inconclusive = no clear call, values can overlap the other calls; also: % is scaled to controls: 0 for no effect and ±100 for the full control effect; mostly tested at two doses, the higher about 12 µM
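Cells expressing the human receptor were seeded at 1500 cells/well, incubated overnight at 37 degrees C in 5% CO2, then exposed to library compounds with dopamine controls for 90 minutes at 37 degrees C before luminescent detection.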
GLP-1R agonist: GLP-1 receptor (human) agonism. P43220. HEK293 GLP-1R CRE-luciferase, luminescence, 4-6 h; cells express a hypersensitive GLP-1R form. Potency, µM (titrated, usually from 45.6 µM), inactives show at the highest dose activation, hits mostly activators. 380,000 tested, 0.007% active. AID 624172; also: potency is read from the fitted curve at half-maximal effect; % of control where 0% means no effect
Target sequence (P43220 whole entry, looked up): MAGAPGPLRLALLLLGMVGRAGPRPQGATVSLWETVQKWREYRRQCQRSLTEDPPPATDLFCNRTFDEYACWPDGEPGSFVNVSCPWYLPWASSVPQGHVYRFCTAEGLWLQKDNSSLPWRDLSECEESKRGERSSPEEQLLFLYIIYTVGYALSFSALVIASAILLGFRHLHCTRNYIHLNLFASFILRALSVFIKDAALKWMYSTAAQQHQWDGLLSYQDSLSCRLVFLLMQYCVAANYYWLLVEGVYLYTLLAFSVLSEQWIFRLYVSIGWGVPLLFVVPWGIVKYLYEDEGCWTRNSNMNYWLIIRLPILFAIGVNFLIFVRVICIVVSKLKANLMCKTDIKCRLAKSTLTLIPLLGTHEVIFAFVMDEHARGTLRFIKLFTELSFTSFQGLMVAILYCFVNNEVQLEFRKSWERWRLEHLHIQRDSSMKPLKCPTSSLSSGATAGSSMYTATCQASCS
HT1080-NT tox: kills 2HG-producing HT-1080-NT fibrosarcoma cells; AID 686970; 360,000 tested, 1.6% active; Potency, µM (highest dose often 46.1 µM), for inactives: at the top dose activity, negative = less viability, hits mostly cytotoxic; HT-1080-NT fibrosarcoma viability, CellTiter-Glo ATP luminescence, 48 h;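 also: NT is the 2HG producing partner of a matched IDH1 knockdown line; potency is read from the fitted curve at half-maximal effect; 0% = DMSO-treated cells and -100% = media-only wells without cells; nearly all actives have a fitted effect of over 55% in size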
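Luminescent CellTiter-Glo readout after 48 hours of compound exposure at 37 degrees C defined viability of HT-1080-NT cells. Activity was normalized to DMSO wells and cell-free media wells; concentration-response curves were fitted and assigned curve classes.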
KB-V1 MDR tox: kills drug-selected multidrug resistant KB-V1 cells; KB-V1 MDR cells viability, CellTiter-Glo, 72 h; Potency, µM (titrated, usually from 46.1 µM), for the others: top-dose activity change, negative = cytotoxicity, actives largely listed as cytotoxic; 400,000 tested, 3.4% active; AID 1347076; also: potency is read from the fitted curve at half-maximal effect; % is scaled to controls: 0 for no effect and ±100 for the full control effect; nearly all actives have a fitted effect of over 60% in size
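qHTS viability screen in drug-selected KB-V1 MDR cells: 72 h compound treatment at 37 degrees C, ATP luminescence end point.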
KB-3-1 tox: kills parental KB-3-1 adenocarcinoma cells; KB-3-1 viability, CellTiter-Glo ATP luminescence, 72 h; 400,000 tested, 1.4% active; Potency, µM (top dose mostly 46.1 µM), inactives show top-dose activity change, negative = cytotoxic, hits mostly cytotoxic; also: potency is read from the fitted curve at half-maximal effect; % is scaled to controls: 0 for no effect and ±100 for the full control effect; nearly all actives have a fitted effect of over 60% in size
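Viability of parental KB-3-1 cells, measured by CellTiter-Glo luminescence, followed a 72 h incubation at 37 °C with pinned compounds in phenol-red-free DMEM containing 10% FBS.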
The depositor's hits bear a star; ? = inconclusive; . = not tested or not shown; [ ] = another dose, or the depositor's remark. Unless noted, calls follow the shape of the dose curve; as a rule, active = well fitted curve in the direction sought with a large enough effect; inconclusive = small, poorly fitted or top-dose-only effect, or another doubt; inactive = no such curve, though single readings can be large; an effect the other way counts as inactive or inconclusive.

SMILES	IL1B secr inh	SW480 rereplic	HT1080 IDH1KD tx	D3 ag	DRD3 antagonist	GLP-1R agonist	HT1080-NT tox	KB-V1 MDR tox	KB-3-1 tox
COc1ccccc1NC(=O)c1ccc(NC(=O)C2COc3ccccc3O2)cc1 (stereo not drawn)	-55*	-8%	0%	-3	-9	3%	-18%	2%	1%
Cn1cc(Br)c(C(=O)NC2C3CC4CC(C3)CC2C4)n1 (stereo not drawn)	27	-13%	-9%	4	12	4%	-13%	1%	6%
Cc1c(C)c2ccc(O[C@@H]3O[C@H](CO)[C@H](O)[C@H](O)[C@H]3O)cc2oc1=O	-16	-20%	10%	1	3	-2%	12%	23%	0%
Cn1c(/C=C/c2ccccc2)nc2ccccc21	19	-2%	?	-5	?	2%	?	-59%	-3%
CCOC(=O)c1cnn(Cc2cccc(Cl)c2)c1C	12	2%	-12%	9	3	19%	-21%	?	6%
O=C(NC1CC1)c1sc2cc(Cl)ccc2c1Cl	-6	-2%	6%	4	9	0%	7%	?	0%
COc1ccc2c(C)cc(SCC(=O)NC3CCCCC3)nc2c1	5	0%	-1%	-1	6	8%	-4%	-34%	-26%
O=C(c1nn(Cc2ccccc2)c(=O)c2ccccc12)N1CCc2ccccc2C1	-23	0%	-1%	9	44	0%	4%	?	-6%
CC(C)Oc1cccc(C(=O)NC(=S)Nc2ccccc2)c1	-25	-30%[inhibitor]	-1%	2	7	-1%	2%	3%	0%
CC(C)(C)c1ccc(C(=O)NCCC(=O)NC2=NCCS2)cc1	5	6%	-1%	-3	-26	0%	2%[9.24 µM]	-24%	0%
CC(C)(C)c1ccc(OC(=O)c2ccccc2)cc1	8	-5%	2%	-7	-12	20%	11%	-1%	?
O=C(C[C@H]1C/C=C\C[C@@H](Cc2ccc(F)cc2)C(=O)O[C@@H](c2ccccc2)CNC1=O)N[C@@H](CO)Cc1ccccc1	-1	-5%	0%	19	4	-1%	0%	-10%	12%
Clc1ccc(-c2cc3ccccc3nc2N2CCCC2)cc1	54	-1%	-4%	-10	-22	-2%	-7%	-16%	-5%
CC(C)CSc1nnc(N)s1	22	1%	13%	1	2	-11%	15%	16%	14%
O=c1c2ccccc2nc2n1CC/C2=C\N1CCN(c2ccc([N+](=O)[O-])cc2)CC1	-6	11%	1%	-23	-8	5%	-13%	-11%	0%
CCOC(=O)c1sc(NC(=O)CSc2nc3cccnc3n2C)nc1C	36	-30%	11%	20	16	13%	11%	-8%	1%
Cn1c(SCc2ccccc2)nc2ccsc2c1=O	-27	-132%[inhibitor]	-12%	35*	11	14%	-7%	?	-28%
COc1ccc(S(=O)(=O)NC(C)c2ccccc2)cc1C(=O)N1CCCCC1 (stereo not drawn)	-10	2%	0%	0	-4	2%	-1%	?	7%
CCSc1nc2ccccc2n1C(=O)/C=C\c1ccc(OC)c(OC)c1	-97*	8.2µM*	?	-4	-54*	-1%	-20%	?	?
Cc1cc(=O)oc2cc(NC(=O)c3cccc(S(=O)(=O)N(C)C)c3)ccc12	-4	1%	25%	-9	-7	9%	?	-8%	23%
CCc1ccc(OCC(=O)NCCOc2ccccc2)cc1	-5	3%	-10%	-26	-20	2%	6%	-1%	0%
CCCC[n+]1ccn(-c2nc3ccccc3nc2[N-]S(=O)(=O)c2ccc(Br)cc2)c1	13	18µM*	12%	-4	-2	-1%	25%	8%	-3%
CC(C(=O)Nc1cc([N+](=O)[O-])ccc1Cl)N1CCN(c2ccc(O)cc2)CC1 (stereo not drawn)	0	-7%	-1%	-3	-11	-2%	-2%	?	-2%
CCOc1ccc(NS(=O)(=O)c2ccc3c(c2)N(C(C)=O)CCO3)cc1	41	?	-8%	-16	9	2%	-2%	?	-2%
CCOc1ncccc1C(=O)OCc1ccc(C(=O)OC)o1	0	-2%	5%	1	54	?	4%	?	1%
Continuation:
SMILES	IL1B secr inh	SW480 rereplic	HT1080 IDH1KD tx	D3 ag	DRD3 antagonist	GLP-1R agonist	HT1080-NT tox	KB-V1 MDR tox	KB-3-1 tox
COc1ccc(C(=O)c2c(N)sc3c2CCN(C)C3)cc1	-3	?	8%	-1	4	7%	15%	-3%	-4%
COCCc1ncc(CN2CCC(C(=O)Nc3cccc(-c4cscn4)c3)CC2)cn1	12	4%	-16%	1	1	6%	-2%	-3%	0%
CC1CC(C)CN(C(=O)CN2CCN(Cc3ccc(Cl)cc3)C2=O)C1 (stereo not drawn)	11	0%	-13%	4	8	-5%	-8%	0%	-12%
CCN(CC)S(=O)(=O)c1cc(C(=O)Nc2ccc(Cl)cn2)ccc1C	-54*	-4%	-3%[9.24 µM]	-7	0	0%	-10%	9.2µM*	-8%
CC(=O)c1sc(NC(=O)COc2ccccc2)nc1C	-16	-30%	2%	-4	-6	4%	1%	-2%	16%
Cc1cc(NS(=O)(=O)c2ccc(NC(=O)CSc3nnc(-c4ccco4)n3C)cc2)nc(C)n1	24	-3%	24%	0	5	-5%	15%	0%	3%
COCc1c(C(=O)N/N=C(/C)c2cccs2)nnn1-c1nonc1N	2	0%	5%	3	11	2%	11%	-3%	-5%
CCCNC(=O)c1cc(C2CCCCN2S(=O)(=O)Cc2cccc(C(F)(F)F)c2)on1 (stereo not drawn)	-9	.	10%	-3	6	10%	-10%	-1%	0%
COc1ccc(-c2cc(-c3ccc(OC)cc3)c(C#N)c(SC)n2)cc1	-2	23%	8%	-3	6	-11%	6%	-12%	-5%
CCCc1cc(CCC)n2nc(N)nc2n1	-21	.	-4%	-3	-25	14%	1%	3%	-7%
CCCCN1C(=O)C(O)(CC(=O)c2ccccn2)c2ccccc21 (stereo not drawn)	18	?	-2%	-3	-23	1%	-5%	?	-5%
CN1CCN(C(=O)/C(=C/c2cn(S(=O)(=O)N(C)C)c3ccccc23)NC(=O)c2ccccc2F)CC1	-27	-12%	1%	-5	2	-6%	9%	8%	-5%
CCc1nc2ccc(C(=O)NCCN3CCOCC3)cn2c1N(CCC(C)C)CCN(C)C	-6	.	-8%	-7	21	2%	-6%	3%	0%
COc1cc(OC)cc(C(=O)Nc2ccc(S(=O)(=O)Nc3nc(C)cc(C)n3)cc2)c1	21	7%	20%	-6	-14	9%	8%	-2%	-3%
COc1ccc(Cl)c2sc(N(Cc3cccnc3)C(C)=O)nc12	5	?	-3%	2	4	-2%	-2%	0%	-9%
CC1CCCCN1C(=O)CCS(=O)(=O)c1cccc2nonc12 (stereo not drawn)	-3	-9%	-4%	-6	-11	4%	13%	-21%	0%
CCOC(=O)CC(=O)CSc1ccc2nnc(-c3ccc(C)cc3)n2n1	-8	-3%	?	4	-2	4%	0%	-1%	13%
CCCc1nc2oc3c(OC)ncnc3c2c2c1COC(C)(C)C2	-8	-9%	4%	12	-7	0%	4%	1%	3%
CCOC(=O)N1CCC(NC(=O)CC2C(=O)NCCN2Cc2ccc(C)cc2)CC1 (stereo not drawn)	16	-5%	13%	1	4	10%	12%	5%	26%
CC12CCC(=O)N1C(C(=O)OCC(=O)Nc1sccc1C#N)CS2 (stereo not drawn)	34	-5%	0%	-3	7	-3%	-2%	15%	12%
CCCc1cc(=O)[nH]c(SCC(=O)Nc2ncc(S(=O)(=O)c3ccc([N+](=O)[O-])cc3)s2)n1	23	-23%	1%	3	8	3%	14%	0%	-3%
Cn1c(SCC(=O)N2CCCC2=O)nc2ccccc21	19	-10%	22%	4	37	13%	12%	?	3%
Cc1cccc(-c2noc(-c3ccc(F)cc3)n2)c1	20	-11%	-1%	18	16	-2%	24%	5%	1%
CN(C(=O)Cc1noc2ccccc12)c1ccccc1	20	-699%[inhibitor]	16%	10	5	6%	13%	14%	17%
COc1ccc(C(=O)NCC(=O)OCC(=O)N2CC(C)OC(C)C2)cc1OC (stereo not drawn)	12	-4%	24%	2	8	0%	20%	?	1%
Additional compounds follow.
SMILES	IL1B secr inh	SW480 rereplic	HT1080 IDH1KD tx	D3 ag	DRD3 antagonist	GLP-1R agonist	HT1080-NT tox	KB-V1 MDR tox	KB-3-1 tox
CC(=O)N1Cc2ccccc2CC1C(=O)NCc1ccccc1F (stereo not drawn)	-4	-78%[inhibitor]	21%	-7	9	6%	27%	13%	17%
CN1C(c2ccc(F)cc2)=CS/C1=C(/C#N)c1nnc(N2CCOCC2)n1-c1ccccc1	-6	-11%	5%	-6	-12	-1%	16%	-23%	-24%
COc1cc(OC)cc(-c2nc(-c3ccc4c(c3)[nH]c(=O)n4C)no2)c1	.	.	.	5	.	-3%	.	0%	14%
COc1ccc(C(=O)Oc2cccnc2)cc1	-7	-5%	9%	-2	0	-16%	11%	2%	0%
OCCN(Cc1ccccc1)CC1CCCCC1	0	10%	10%	-9	-30	10%	12%	-1%	15%
CCOC(=O)c1sc2nc(CC(=O)OC)nc(N3CCN(c4ccccn4)CC3)c2c1C	-12	1%	0%	3	14	12%	?	-1%	0%
O=[n+]1cc(-c2ccccc2)n([O-])c2c1CCCCC2	1	1%	18%	-2	1	0%	22%	?	20%
CCOC(=O)C1=C(CN2CCc3ccccc32)NC(=O)NC1c1cc(C)ccc1C (stereo not drawn)	63	?	?	-13	12	-12%	-2%	?	?
Cc1cc(-c2nnc(SCC(=O)Nc3ccccc3Cl)n2C)no1	.	2%	12%	5	-4	9%	12%	-29%	0%
CC1=C(C(=O)OC(C)C)C(c2ccc(C)o2)C(C(=O)OC(C)C)=C(C)N1	.	0%	-17%	3	14	14%	-5%	-22%	-21%

A second format for some results above.
Order of values – IL1B secr inh	SW480 rereplic	HT1080 IDH1KD tx	D3 ag	DRD3 antagonist	GLP-1R agonist	HT1080-NT tox	KB-V1 MDR tox	KB-3-1 tox
CC12CCC(=O)N1C(C(=O)OCC(=O)Nc1sccc1C#N)CS2 (stereo not drawn)
 : 34	-5%	0%	-3	7	-3%	-2%	15%	12%
CCCc1cc(=O)[nH]c(SCC(=O)Nc2ncc(S(=O)(=O)c3ccc([N+](=O)[O-])cc3)s2)n1
 : 23	-23%	1%	3	8	3%	14%	0%	-3%
Cn1c(SCC(=O)N2CCCC2=O)nc2ccccc21
 : 19	-10%	22%	4	37	13%	12%	?	3%
